# High-throughput results as filed in PubChem.
# Keap1-Nrf2 PPI: disrupts human Keap1 binding to Nrf2 peptide. Keap1 Kelch-Nrf2 peptide fluorescence polarization, 1536-well. 0.15% of 340,000 active. AID 504523. inhibition, % at 9.4 µM. Q14145; in the data active = inhibition above about 12%;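 note: human Keap1 Kelch domain with fluorescein labeled Nrf2 9mer peptide probe; 0% = neutral control wells and 100% = peptide positive control; higher means more block of Keap1 binding to Nrf2 peptide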
# Target sequence (Q14145 whole entry, looked up, the tested form may be a part): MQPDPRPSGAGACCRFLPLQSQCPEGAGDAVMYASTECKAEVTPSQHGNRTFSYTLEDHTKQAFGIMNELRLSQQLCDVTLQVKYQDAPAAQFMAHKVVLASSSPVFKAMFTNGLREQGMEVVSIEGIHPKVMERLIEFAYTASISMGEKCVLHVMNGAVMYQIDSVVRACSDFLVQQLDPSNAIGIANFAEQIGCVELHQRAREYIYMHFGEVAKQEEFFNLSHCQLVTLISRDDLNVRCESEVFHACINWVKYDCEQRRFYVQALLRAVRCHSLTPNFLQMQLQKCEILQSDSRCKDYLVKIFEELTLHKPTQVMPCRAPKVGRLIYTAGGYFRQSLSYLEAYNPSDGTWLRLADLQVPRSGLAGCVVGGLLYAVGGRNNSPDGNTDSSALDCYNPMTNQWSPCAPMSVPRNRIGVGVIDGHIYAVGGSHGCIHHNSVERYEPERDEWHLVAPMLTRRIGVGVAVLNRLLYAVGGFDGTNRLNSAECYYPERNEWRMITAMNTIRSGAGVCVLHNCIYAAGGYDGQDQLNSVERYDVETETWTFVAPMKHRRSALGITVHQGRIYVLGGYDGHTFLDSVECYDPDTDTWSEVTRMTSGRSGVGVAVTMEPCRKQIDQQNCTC
# Arrestin-AP2 inh: inhibitors of human beta-arrestin and AP2 interaction. FITC-arrestin peptide / GST-AP2 beads, flow cytometry; AP2 beta2 appendage carries R879A mutation. inhibition, % at 10 µM. 0.31% of 340,000 active. AID 504490;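 active = inhibition above a set limit, near 3 SD of compounds lacking own fluorescence, cut at about 54% in these data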;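 note: plate controls were DMSO wells for no effect and 5 µM unlabelled arrestin peptide for full effect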
#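 Measured by: flow cytometry, FL1 (488/535 nm); Material: AP2 appendage R879A on GSH beads; Evaluation: percent response; Timing: pre-incubation 12 min, peptide binding 1 h, room temperature; Also added: 50 nM FITC-arrestin peptide; Medium: PBS with 0.05% Tween 20 and 0.1% BSA.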
# Cardiac RTF inh: cardiac RTF calcium desensitization; inhibition, % at 7.15 µM; AID 493244; IANBD-labeled cardiac RTF, Ca2+ fluorescence; 0.12% of 340,000 active; P19429+P45379;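 active = inhibition above the mean inhibition of all tested compounds plus 3 SD, cut at about 17% in these data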;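 note: assay run at fixed EC70 calcium of 1.6 mM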
# C-LANA FP: inhibitors of KSHV LANA C-terminal domain DNA binding; inhibition, % at 9 µM; MBP-C-LANA/FAM-LBS DNA binding, fluorescence polarization; AID 504423; 0.078% of 340,000 active;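 active = highest replicate inhibition at or above 60% at 9 µM, even if other replicates fall short; inactive = all replicates below 60% inhibition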;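 note: 0% = neutral control wells and 100% = 4 µM acridine orange control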
# DAGLB inh: blocks human DAGLB lipase activity. AID 504411. inhibition, % at 5.17 µM. HEK293T DAGLB membrane lysate, EnzChek fluorogenic substrate. Q8NCG7. 0.059% of 340,000 active; in the data active = inhibition above about 34%;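 note: 0% = enzyme with vehicle and 100% = wells lacking enzyme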
# PvdQ acylase: P. aeruginosa PvdQ acylase inhibition | purified PvdQ acylase, fluorescence plate reader | inhibition, % at 10 µM | 0.063% of 340,000 active | AID 488965; in the data active = inhibition above about 30%, passing the limit was not always enough;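 note: 0% = vehicle neutral wells and 100% = reference inhibitor wells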
# NSD2 HMT inh: NSD2 (human) methyltransferase inhibition | NSD2 peptide methylation, AlphaScreen, 120 min | inhibition, % at 12.5 µM | 0.54% of 310,000 active | O96028 | AID 743445; in the data active = inhibition above about 50%
# PKA-R2B act: activates the human PKA-R2B holoenzyme complex; PKA-R2B holoenzyme dissociation, Cy5-IP20 fluorescence polarization; R2B truncated from residue 108, S112A mutant; 0% DMSO only, 100% 113 µM cGMP; 0.079% of 340,000 active; activation, % at 11.4 µM; P22694+P31323;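 active = activation above a cutoff set at the mean over all compounds plus 3 SD, cut at about 18% in these data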;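 note: higher means more holoenzyme dissociation and a rise in polarization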
# Target sequence (P31323 whole entry, looked up, other chains not shown, the tested form may be a part): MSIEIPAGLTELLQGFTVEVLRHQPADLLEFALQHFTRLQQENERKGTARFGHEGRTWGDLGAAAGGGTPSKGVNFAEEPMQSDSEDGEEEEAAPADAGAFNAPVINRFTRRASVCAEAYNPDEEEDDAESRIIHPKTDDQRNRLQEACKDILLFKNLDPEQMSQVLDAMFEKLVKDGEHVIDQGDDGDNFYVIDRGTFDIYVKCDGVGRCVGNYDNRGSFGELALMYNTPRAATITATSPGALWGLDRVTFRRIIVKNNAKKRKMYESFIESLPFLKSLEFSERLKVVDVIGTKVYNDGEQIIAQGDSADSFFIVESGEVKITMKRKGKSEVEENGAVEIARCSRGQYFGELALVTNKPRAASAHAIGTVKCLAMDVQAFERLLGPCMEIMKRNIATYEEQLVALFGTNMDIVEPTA
# SR-BI HDL uptake: inhibitors of mouse SR-BI mediated HDL lipid uptake. Q61009. ldlA[mSR-BI] CHO cells, DiI-HDL uptake fluorescence, 3 h. inhibition, % at 12.5 µM. 0.96% of 320,000 active. AID 488896;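 active = mean replicate inhibition of at least 70% and a set share of replicates each scoring 70 or more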;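 note: 0% = median of neutral control wells and 100% = median of positive control wells; values of inactives mirror those of a sister screen read the other way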
# SR-BI DiI-HDL act: activators of SR-BI mediated HDL lipid uptake; CHO ldlA[mSR-BI] cells, DiI-HDL uptake fluorescence, 3 h; 100 = double the neutral-control signal; 0.096% of 320,000 active; activation, % at 12.5 µM;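 active = mean replicate activation of at least 60% and every replicate at or above 60%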;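 note: 0% = median plate neutral-control signal and 100% = twice that signal; values of inactives mirror those of a sister screen read the other way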
#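 Material – SR-BI-overexpressing, LDLR-lacking CHO cells · Medium – BSA-supplemented, HEPES-buffered Ham's F12, pH 7.4 · Doses – single concentration · Times – compound with DiI-HDL co-incubation, 3 h at 37 °C · Measured by – bottom-read fluorescence, 550/595 nm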
# Active calls of the source: *; . = not tested or not shown.
SMILES,Keap1-Nrf2 PPI,Arrestin-AP2 inh,Cardiac RTF inh,C-LANA FP,DAGLB inh,PvdQ acylase,NSD2 HMT inh,PKA-R2B act,SR-BI HDL uptake,SR-BI DiI-HDL act
Cn1cc(CN2CCN(c3cnccn3)CC2)c(-c2cccc(Cl)c2)n1,-2,7,3,1.9,0,-16,-4,-13,4,-4
COc1cc(C(=O)NCc2ncccc2C)ccc1OC1CCN(C(C)=O)CC1,-2,-10,6,-1.0,2,-11,-9,-7,-13,13
CCOC(=O)c1[nH]c(C)c(C(=O)Nc2cccc(Cl)c2C)c1C,-6,-11,-2,-0.6,-2,-13,0,1,30,-30
Cc1ccc(N(CC(=O)N/N=C/c2cccs2)S(C)(=O)=O)cc1,0,-6,6,-0.1,-1,-7,-1,1,-10,10
COc1ccc(N(C(=O)c2snc(C(N)=O)c2N)C(C(=O)NCc2ccc(F)cc2)c2ccc(C)o2)c(OC)c1 (stereo not drawn),2,13,-5,0.0,4,1,-7,-4,29,-29
O=C1CCC(C(=O)N2CCC(O)CC2)CN1CCc1ccc(Cl)cc1 (stereo not drawn),-3,7,3,0.2,-2,-11,2,-3,-9,9
Cc1ccc(C(=O)Nc2cccnc2)cc1S(=O)(=O)N1CCCC1,-2,31,-5,0.3,2,-12,0,7,-10,10
COc1cc(-c2nnc(COc3ccc4cc(Br)ccc4c3)o2)cc(OC)c1OC,-4,4,-8,-0.3,-1,11,-1,-4,12,-12
Cc1ccc2cccc(N=Cc3c(C)[nH]n(-c4ccccc4)c3=O)c2n1,3,7,-2,-3.6,-2,-1,1,-8,31,-31
Cc1ccccc1N1C(=O)CC(N2CCN(C(=O)c3ccco3)CC2)C1=O (stereo not drawn),1,-9,0,-0.3,3,-13,-1,-2,-9,.
CC(=O)Nc1ccc(NC(=O)C23CC4CC(C2)CC(n2cnc(Br)n2)(C4)C3)cc1,-4,-11,-12,0.4,1,-10,-1,5,-23,23
O=C(NC(=S)N1CCc2ccccc21)c1ccccc1Cl,3,17,0,-1.3,-3,2,-1,2,-7,7
CS(=O)(=O)N(CCCC(=O)N1CCCCCC1)c1cccc(Cl)c1,-6,3,-1,-0.7,1,-1,-6,-7,6,-6
CCN(CC(=O)NC)S(=O)(=O)c1ccc(C)cc1,-8,6,3,2.3,-2,6,-2,-2,10,-10
CCSc1ncc(C#N)c(N)n1,5,3,-3,0.5,2,-1,2,-9,-26,26
Oc1ccc(Cl)cc1C=Nc1ccc2c3c(cccc13)CC2,-11,15,-35,0.9,-5,-16,-1,-3,-3,3
Cc1onc(-c2ccccc2)c1C(=O)O/N=C(\N)c1ccc([N+](=O)[O-])o1,0,35,7,0.4,-1,6,-2,-4,-7,7
COCCCN=Cc1c(C)[nH]n(-c2ccc(Br)c(C)c2)c1=O,-4,4,-2,5.3,-1,-10,3,-11,12,-12
CCc1nnc(NC(=O)CSc2nnc(Cc3ccccc3)n2Cc2ccccc2)s1,0,-3,-11,-1.8,4,-9,1,-3,-11,11
COc1ccccc1Oc1coc2c(CN3CCOCC3)c(O)ccc2c1=O,-3,-8,-6,-1.5,-3,-22,.,-16,.,.
CCOc1ccc(CCNC(=O)CCn2ccc3cc(S(=O)(=O)N4CCCC4)ccc32)cc1,-4,-1,-6,0.2,0,-12,-4,0,24,-24
N#Cc1ccc(C(=O)NN2C(=O)NC3(CCCCC3)C2=O)cc1,0,1,-1,-7.9,-2,3,3,-3,-25,25
O=C(/C=C/c1ccccc1)N/C(=C/c1ccccc1)C(=O)Nc1ccc(C(=O)O)cc1,-3,0,-4,-1.3,3,-8,-1,-1,-3,3
CC(C)(C)c1ccc(S(=O)(=O)CC(O)CSc2nc3c(cc2C#N)CCCC3)cc1 (stereo not drawn),0,4,1,1.4,-1,-16,3,-12,4,-4
CCN(C(=O)CSc1nnc(-c2ccccc2)o1)c1c(N)n(Cc2ccccc2)c(=O)[nH]c1=O,2,50,-10,1.0,0,5,6,-1,.,.
Cc1ccc(-c2nnc(Nc3ccc(OCC(N)=O)cc3)c3ccccc23)cc1S(N)(=O)=O,0,34,2,-2.1,-1,3,9,4,28,-28
COc1cccc(-c2c(C(=O)N/N=C(\C)c3cccs3)nnn2-c2nonc2N)c1,1,27,12,-1.7,1,5,-1,-9,31,-31
CCCN1CCc2c(sc(NC(=S)NC(=O)c3ccccc3)c2C#N)C1,-43,-31,-60,-3.0,-56,-12,3,0,68,-68
O=C(NC1CC2CCCC(C1)N2Cc1ccc(F)cc1)c1ccc(F)cc1 (stereo not drawn),1,-8,-4,3.4,-1,-8,1,7,-5,5
CC(=O)Nc1c(C(=O)N2CCCCCC2)cnn1-c1ccccc1Cl,-1,9,0,-1.3,-2,-9,-4,2,-30,30
S=C(Nc1ccccc1)N(Cc1ccccc1)Cc1ccncc1,-3,-12,3,0.0,1,-2,0,1,1,-1
O=C(NCC(c1cccs1)N1CCOCC1)c1cn(-c2ccccc2)nc1-c1ccc(F)cc1 (stereo not drawn),2,-8,12,0.9,-3,-7,-3,0,15,-15
CCOc1ccc(OCC)c(S(=O)(=O)NCc2ccc3c(c2)OCO3)c1,0,4,-8,0.0,-1,-7,.,-3,20,-20
CC(/C=C/c1ccccc1)=N/NC(=O)c1cccc(Br)c1,-10,0,-2,1.6,0,-1,0,-5,-1,1
COc1cc(NC(=O)C2CCN(c3cnccn3)CC2)cc(OC)c1OC,-4,-10,4,4.1,-1,-6,-2,0,-4,4
NC(=O)c1ccccc1OCC(=O)N1CCC(Cc2ccccc2)CC1,-1,42,-1,3.5,1,7,30,5,0,0
CCCCNc1c(N2CCN(C(=O)OCC)CC2)c(=O)c1=O,-5,6,-7,1.3,-3,-2,.,1,-9,9
C/C(=N\NC(=O)Cc1cccn1C)c1cccs1,5,4,0,0.7,2,-3,-3,-8,26,-26
O=C(Nc1nc(SCc2ccc(F)cc2)ns1)c1ccco1,-1,1,1,3.8,5,-8,2,0,-13,13
CCCC(=O)Nc1cccc(-c2nc3ccccc3c(=O)o2)c1,-5,1,3,-0.2,0,-12,4,-4,0,0
O=S(=O)(Nc1nc2ccccc2nc1NCc1ccco1)c1ccccc1,-2,0,-2,1.5,2,11,-2,-10,-11,11
Cc1ccc(NC(=O)c2ccccc2OCc2ccc([N+](=O)[O-])cc2)nc1,-6,53,1,-0.5,-2,2,0,2,44,-44
O=C(Nc1ccccc1-c1ccccc1)c1ccc(=O)[nH]n1,-2,-16,-8,1.9,3,-6,-1,-14,2,-2
CC(c1ccccc1)c1nnc(NC(=O)c2ccc3c(c2)OCO3)s1 (stereo not drawn),-4,-5,-6,-0.1,3,-17,-5,2,-14,14
COc1ccc(Cc2nc3ccc(C(=O)N4CCCCC4CCO)cc3o2)cc1 (stereo not drawn),5,25,-4,0.4,-4,-1,1,-6,15,-15
CCN(CC)c1ccc(C2C(C(=O)OCCOC)=C(C)NC3=C2C(=O)CCC3)cc1 (stereo not drawn),4,22,-1,-0.1,0,2,5,-6,-29,29
COC(=O)Cc1csc(NC(=O)c2ccc3ncsc3c2)n1,-3,-3,-8,1.7,-2,-10,0,0,31,-31
CCOCCc1nnc(NC(=O)C(CC)c2ccccc2)s1 (stereo not drawn),1,25,1,-0.1,2,4,-4,-6,0,0
CCN(CC)c1ccc(NC(=O)c2ccc3c(c2)c(C)c(C)n3C)cc1,-6,42,-3,0.1,6,-8,5,-4,90*,-90
CCN(CC)c1nc(=S)nc(NC(C)(C)C)[nH]1,-4,-3,-3,0.5,-1,3,5,-1,-20,20
O=C(CSc1cccc[n+]1[O-])Nc1ccc(C(F)(F)F)cc1[N+](=O)[O-],-4,-20,-8,0.7,2,-5,2,-2,-14,14
COc1ccc2c(COC(=O)c3ccc(C)c(S(=O)(=O)N4CCOCC4)c3)cc(=O)oc2c1,0,33,-2,-1.6,1,-6,0,-2,64,-64
CCc1cc(C(=O)c2ccccc2OC)c(N)s1,-3,15,-3,0.2,2,15,6,-6,22,-22
COc1cccc(-c2ccc3nnc(SCC(=O)Nc4ccc(NC(C)=O)cc4)n3n2)c1,-7,1,-11,-2.5,2,-12,0,-1,-10,10
CCOC(=O)N1CCC(N(CCN(C)C)C(=S)Nc2ccccc2C)CC1,-7,6,2,0.5,3,11,-2,0,-17,17
COC(=O)c1ccc(C)c(NC(=O)CN(c2ccccc2)S(=O)(=O)N(C)C)c1,-4,36,-2,1.1,-3,0,2,2,-9,9
CC(=O)n1cc([C@H]2C=C(C(=O)N3CCN(Cc4ccccc4)CC3)O[C@@H](OCc3ccc(CO)cc3)C2)c2ccccc21,-8,-2,3,2.9,0,-10,.,-8,-2,2
CCOc1cc(C=C(C(=O)OC)C(=O)OC)ccc1OCc1ccc([N+](=O)[O-])cc1,-3,-19,-1,0.7,10,-4,0,-6,38,-38
O=C(COc1ccc([N+](=O)[O-])cc1)NN=C1CCCC1,-4,7,-3,1.0,0,-8,.,1,6,-6
O=C(c1ccco1)N1CCN(S(=O)(=O)c2ccc(S(=O)(=O)NC3CCCC3)cc2)CC1,-5,-1,-6,-1.2,1,-13,-1,2,-5,5

# (further entries)
SMILES,Keap1-Nrf2 PPI,Arrestin-AP2 inh,Cardiac RTF inh,C-LANA FP,DAGLB inh,PvdQ acylase,NSD2 HMT inh,PKA-R2B act,SR-BI HDL uptake,SR-BI DiI-HDL act
CN(c1cccc(NC(=O)CN(c2ccc(C34CC5CC(CC(C5)C3)C4)cc2)S(C)(=O)=O)c1)S(C)(=O)=O,-3,-56,-9,3.8,-4,0,.,7,-76,76*
O=C(Cn1c(NCCO)nc2ccccc21)NCC(F)(F)F,2,32,0,-0.3,1,0,-7,-13,-3,3
COc1ccc([N+](=O)[O-])cc1NS(=O)(=O)c1ccc(C(=O)N2CCCC2)cc1,3,6,1,-0.3,-1,0,-1,-11,-2,2
Cc1ccc2cc3c(nc2c1)N(c1ccccc1)CC3,2,39,1,-1.5,-5,8,-4,6,38,-38
CCc1nc2sc3c(c2c(=O)o1)CCCC3,0,7,3,1.4,0,-9,1,-8,-24,24
O=C(C1=C(O)C(=O)N(CCN2CCOCC2)C1c1ccc([N+](=O)[O-])cc1)c1cc2ccccc2o1 (stereo not drawn),-3,-12,-15,0.6,0,-5,.,1,-34,34

# Shown tab-delimited: entries from further up
SMILES	Keap1-Nrf2 PPI	Arrestin-AP2 inh	Cardiac RTF inh	C-LANA FP	DAGLB inh	PvdQ acylase	NSD2 HMT inh	PKA-R2B act	SR-BI HDL uptake	SR-BI DiI-HDL act
O=C(Cn1c(NCCO)nc2ccccc21)NCC(F)(F)F	2	32	0	-0.3	1	0	-7	-13	-3	3
Cc1ccc2cc3c(nc2c1)N(c1ccccc1)CC3	2	39	1	-1.5	-5	8	-4	6	38	-38
COc1ccc([N+](=O)[O-])cc1NS(=O)(=O)c1ccc(C(=O)N2CCCC2)cc1	3	6	1	-0.3	-1	0	-1	-11	-2	2
